Screens from PubChem.
FLuc inh counter – Photinus pyralis luciferase inhibition counter-screen. P08659. ATPLite firefly luciferase biochemical luminescence, 10 min. inhibition, % at 10 µM. 200,000 tested, 1.5% active;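 active = inhibition above about 50% when tested at 10 µM, limit read from the data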
Target sequence (P08659 whole entry, looked up): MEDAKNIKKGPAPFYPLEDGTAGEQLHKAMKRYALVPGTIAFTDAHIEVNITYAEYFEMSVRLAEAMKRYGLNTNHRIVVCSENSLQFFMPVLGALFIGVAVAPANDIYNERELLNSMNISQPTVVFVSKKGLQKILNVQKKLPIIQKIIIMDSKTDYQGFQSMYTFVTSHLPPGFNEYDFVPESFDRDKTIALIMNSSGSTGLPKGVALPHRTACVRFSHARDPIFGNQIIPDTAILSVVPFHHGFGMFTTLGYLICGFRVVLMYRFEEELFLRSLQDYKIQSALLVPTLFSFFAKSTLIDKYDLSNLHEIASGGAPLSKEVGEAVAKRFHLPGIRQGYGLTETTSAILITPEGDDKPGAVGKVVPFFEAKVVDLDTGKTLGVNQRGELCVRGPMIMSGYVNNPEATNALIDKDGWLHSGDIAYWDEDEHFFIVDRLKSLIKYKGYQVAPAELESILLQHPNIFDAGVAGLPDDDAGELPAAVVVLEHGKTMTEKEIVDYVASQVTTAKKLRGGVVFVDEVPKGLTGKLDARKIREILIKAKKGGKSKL
APP transl inh – APP translation inhibition; SH-SY5Y APP 5'UTR-luciferase reporter, luminescence; inhibition, % at 2 µM; 190,000 tested, 0.82% active;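 active = inhibition above a set limit, derived from the sample mean plus 3 SD, cut at about 45% in these data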; also: values of inactives mirror those of a sister screen read the other way
STAT1 activator – increases IFN-gamma driven STAT1 reporter signal; NIH 3T3 STAT1-luciferase reporter, luminescence; 100% = IFN-gamma alone, no compound; activation (% of control), % at 5.5 µM; 200,000 tested, 2.6% active;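 active = activation above the screen-wide mean activation plus 3 SD, cut at about 130% in these data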;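 also: raw ratio to IFN-gamma control signal so 100% means no change and 0% no light; values of inactives mirror those of a sister screen read the other way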
Efa HMGR inh – blocks class II HMG-CoA reductase of Enterococcus faecalis; 190,000 tested, 0.41% active; inhibition, % at 10 µM; AID 1066; purified E. faecalis HMGR, NADPH absorbance 340 nm kinetic;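 active = inhibition above a set limit, the median over all tested compounds plus 3 SD, cut at about 9.5% in these data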;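 also: enzyme runs in reverse so mevalonate oxidation gives rising NADPH absorbance; 0% = complete reaction with DMSO and 100% = background rate lacking mevalonate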
DTT redox prof – compounds producing H2O2 with reducing agent – biochemical, NIH compound library profiling, artefact control for MLSCN library redox annotation, primary screen; DTT-dependent redox cycling H2O2, phenol red/HRP absorbance; 100% = 100 µM peroxide control, 0% = buffer; activation, % at 10 µM; 200,000 tested, 0.03% active; AID 878;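 active = activation of at least 50% relative to the plate's high and low controls in the primary single-dose screen; inactive = activation below 50%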;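 also: compound incubated with DTT at 0.8 mM final as the reducing agent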
Hsp70 activator – switches on Hsp70 transcription; HeLa Hsp70 promoter luciferase reporter, luminescence; scaled: vehicle 0, proteasome-inhibitor control 100%; activation, % at 10 µM; 200,000 tested, 0.04% active;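 active = activation above the mean across all tested compounds plus 3 SD, cutoff set per campaign, cut at about 5.5% in these data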;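 also: 100% = MG132 at 30 µM as the positive control and 0% = DMSO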
FLuc stim CS – affects firefly luciferase, flagging false hits in luciferase stimulation screens. activation factor at 10 µM. P08659. 200,000 tested, under 10 active. ATPlite luciferase biochemical, luminescence, 10 min; 0 = ATP-free wells, 1 = DMSO control;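 active = luciferase activation factor, scaled between plate controls, of at least 2 with compound at 10 µM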
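System: cell-free luciferase reagent; medium: PBS as buffer for the ATP substrate; doses: test compounds dosed from 2 mM stocks in 100% DMSO; incubation: 10 min, room temperature; measured by: luminescence from luciferase reaction; read-out: luciferase activation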
NF-kB neuron act – raises NF-kB expression in human neuronal cells; fold change at 12.5 µM; 190,000 tested, 1.6% active; NF-kB reporter expression; stronger effect = higher value; in the data active = fold change above about 3.3
APP 5'UTR act – APP 5'UTR luciferase reporter activation; SH-SY5Y APP 5'UTR luciferase reporter, luminescence; zero percent = DMSO vehicle wells; activation, % at 2 µM; 190,000 tested, 1% active; AID 1276;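 active = activation above a set limit, based on mean plus 3 SD of controls, cut at about 140% in these data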; also: values of inactives mirror those of a sister screen read the other way
G6PDH CS – L. mesenteroides G6PDH inhibition counter-screen; Purified L. mesenteroides G6PDH, diaphorase/resazurin coupled fluorescence, 45 min; AID 1020; inhibition, % at 5 µM; 200,000 tested, 0.12% active; in the data active = inhibition above about 50%
Numbers without * were called inactive; x = no result given. This is a random part of the collection; about 5.3% have a hit in one of these screens.

SMILES	FLuc inh counter	APP transl inh	STAT1 activator	Efa HMGR inh	DTT redox prof	Hsp70 activator	FLuc stim CS	NF-kB neuron act	APP 5'UTR act	G6PDH CS
O=C(COC(=O)CNC(=O)c1cccs1)Nc1ccccc1C(F)(F)F	-5	-52	99	-1	-2.2	0.1	1.1	1.1	52	3
Cc1nc(N)ncc1C(=O)Nc1ccccc1	-4	-15	103	-2	-0.3	-0.3	1	1.4	15	3
OC[C@H]1O[C@@H](Oc2cc(O)cc(/C=C/c3ccc(O)cc3)c2)[C@H](O)[C@@H](O)[C@@H]1O	25	x	x	2	x	0.8	0.8	x	x	7
CC1=CC=CC2=NC(=O)CC(C)(C(=O)O)N12 (stereo unspecified)	-7	3	91	-1	-0.4	0.0	1.1	1.1	-3	13
COc1ccc(C2=C(CC(=O)O)C(=O)CC2)cc1	-2	18	108	-7	0.6	0.0	1	1	-18	-6
CCOc1ncccc1C(=O)N(C)CC(=O)Nc1ccc(F)cc1	39	2	96	-4	0.2	0.3	0.6	1	-2	-7
Cc1cccc(NNC(N)=S)c1	0	-5	105	4	0.1	0.1	1	0.92	5	12
CCOC(=O)Cn1c(=O)oc2cc(S(=O)(=O)N3CCN(C(=O)c4ccco4)CC3)ccc21	-6	6	92	-6	-0.8	0.2	1.1	1.3	-6	3
CCOC(=O)C1(P(=O)(c2ccc(Cl)cc2)c2ccc(Cl)cc2)CCC1	-4	14	97	1	0.8	-0.1	1	1.2	-14	2
S=c1[nH]nc(COc2ccccc2)n1/N=C/c1ccc(Br)s1	-8	-2	102	x	-0.7	-0.2	1.1	1.1	2	4
Cc1ccc(OCc2nc(-c3ccc(-n4cccc4)cc3)no2)cc1C	-4	-4	97	1	-0.1	-0.5	1	1.1	4	-1
O=C(CCCCC(=O)NC1CCCC1)NC1CCCC1	-6	-1	103	0	-0.3	-0.3	1.1	1.5	1	7
CCOc1ccc(C(=O)Nc2ccccc2CC)cc1[N+](=O)[O-]	-6	7	96	-11	0.0	-0.2	1.1	1.1	-7	1
CC12CCC(C(=O)NCc3ccco3)(OC1=O)C2(C)C (stereo unspecified)	-1	-3	95	-5	1.5	0.9	1	1.4	3	6
COc1ccc(C(=O)NNC(=O)c2ccc(C(C)(C)C)cc2)cc1	-5	10	102	2	-0.1	-0.1	1	2.9	-10	2
c1ccc(COn2c(-c3ccccc3)nc3c2CCc2nonc2-3)cc1	-8	-1	104	-8	-0.1	-0.2	1.1	1.1	1	1
O=C(O)c1cccc(S(=O)(=O)NCc2cccs2)c1	-4	-11	101	1	0.3	-0.1	1	1.1	11	0
N#Cc1nc(-c2cccc3ccccc23)oc1NCCN1CCOCC1	2	-8	110	-7	1.7	-0.2	1	1.2	8	2
O=C(NC1CC1)c1ccc(-c2nc3ccccc3s2)s1	96*	-83	31	-3	0.0	-0.4	0	1.1	83	11
CCCn1c(SCC(=O)Nc2ccc(OCC)cc2)nnc1C(C)C	-4	-5	100	-7	1.8	-0.3	1	1.2	5	2
O=C(Cc1ccccc1)NCCc1cn2ccsc2n1	-7	6	100	1	-0.1	0.0	1.1	0.99	-6	12
CCCN1C(=O)/C(=C\c2ccncc2)SC1=Nc1ccccc1	-1	8	100	-6	0.2	-0.2	1	0.9	-8	8
O=C(COc1ccccc1)N1CCN=C1SCc1cccnc1	-4	10	98	7	1.5	0.6	1	0.95	-10	4
Cc1ccc(C(=O)N(CC(=O)NC2CCCC2)Cc2cccs2)s1	-4	2	94	-3	1.6	0.9	1	0.68	-2	0
COc1ccccc1NS(=O)(=O)c1ccc(OC)c(OC)c1	-7	20	90	-5	3.0	-0.2	1.1	1.1	-20	-13

Profiles, looked up by structure.
`OC[C@H]1O[C@@H](Oc2cc(O)cc(/C=C/c3ccc(O)cc3)c2)[C@H](O)[C@@H](O)[C@@H]1O` in the list: FLuc inh counter: 25; APP transl inh: x; STAT1 activator: x; Efa HMGR inh: 2; DTT redox prof: x; Hsp70 activator: 0.8; FLuc stim CS: 0.8; NF-kB neuron act: x; APP 5'UTR act: x; G6PDH CS: 7
`CC1=CC=CC2=NC(=O)CC(C)(C(=O)O)N12` (stereo unspecified) in the list: FLuc inh counter: -7; APP transl inh: 3; STAT1 activator: 91; Efa HMGR inh: -1; DTT redox prof: -0.4; Hsp70 activator: 0.0; FLuc stim CS: 1.1; NF-kB neuron act: 1.1; APP 5'UTR act: -3; G6PDH CS: 13

(listing goes on)
SMILES	FLuc inh counter	APP transl inh	STAT1 activator	Efa HMGR inh	DTT redox prof	Hsp70 activator	FLuc stim CS	NF-kB neuron act	APP 5'UTR act	G6PDH CS
COc1ccc(C2c3[nH]c4ccccc4c3CCN2Cc2ccoc2)c(F)c1 (stereo unspecified)	-10	5	98	0	-1.1	-0.3	1.1	0.87	-5	3
COC(=O)COc1ccc2c(-c3ccc(OC)cc3)cc(=O)oc2c1	-6	12	105	-1	0.0	-0.2	1.1	2.4	-12	-2
Cc1cc2oc(C(=O)Nc3ccc(S(=O)(=O)Nc4nccs4)cc3)cc(=O)c2cc1Cl	-7	-18	103	-3	0.8	-0.1	1.1	1.1	18	-25
O=C1ON=C(c2ccccc2)/C1=C/c1cccnc1	-5	-14	95	-10	-2.5	0.0	1.1	1	14	-4
Cc1cc(=O)n2nc(N3CCCC3C(=O)NCc3ccccn3)sc2n1 (stereo unspecified)	-2	4	93	-2	-0.6	-0.4	1	0.93	-4	2
O=C(COc1ccc(Br)cc1)Nc1ccncc1	6	-12	100	-4	0.1	-0.1	0.9	0.81	12	21
CC1(NC(=O)NCc2ccccc2)CCS(=O)(=O)C1 (stereo unspecified)	-4	-10	101	-4	-0.1	0.1	1	1.1	10	5
COc1ccc2nc(C)cc(Nc3ccccc3O)c2c1	-5	6	101	-5	-0.5	0.0	1.1	1	-6	2
CCN(CC)c1ccc(/C=C(/C#N)C(=O)NCc2ccccc2)o1	0	-15	126	-3	-0.2	-0.3	1	1.9	15	2
O=C1N(Cc2ccc(F)cc2)CCN1c1ccc(F)cc1	13	-48	122	-3	-1.4	0.2	0.9	1.6	48	6
COc1cccc(N2C(=O)C(CC(=O)Nc3ccc(F)cc3)N(C3CCCCC3)C2=O)c1 (stereo unspecified)	-8	-8	104	x	3.2	0.1	1.1	0.86	8	2
COc1ccccc1CCNC(=O)CSc1nc(-c2ccco2)cc(C(F)(F)F)n1	-5	x	101	-4	-2.8	-0.3	1.1	1.2	x	-4
COc1ccc(C(=O)Nc2ccc(-c3cn4ccsc4n3)cc2)cc1S(=O)(=O)N1CCOCC1	-6	14	89	-1	-0.3	-0.2	1.1	0.82	-14	2
CCOc1ccc(CCNC(=O)C2CCN(c3ccc(N4CCOCC4)nn3)CC2)cc1OCC	-1	1	97	1	2.3	-0.1	1	1.1	-1	15
CCOc1cccc(CNn2cnnc2)c1OCc1ccccc1	-3	-12	96	3	1.7	-0.1	1	1.1	12	2
CCOC(=O)c1c(C)c(C(=O)NC2CCCCCC2)c(C)n1C	-1	0	94	0	-1.9	0.1	1	1.2	0	1
COC(=O)c1ccc(NC(=O)NC2CCCCC2)cc1	19	-25	122	-2	0.2	-0.2	0.8	1.8	25	4
COc1ccc(-n2c(C)cc(C(=O)COc3ccc(-n4cnnn4)cc3)c2C)cc1	-4	-3	94	-5	-0.2	-0.3	1	0.78	3	3
O=C(COC(=O)CCNS(=O)(=O)c1ccc2c(c1)OCCO2)NC1CCCc2ccccc21 (stereo unspecified)	-3	4	105	0	-0.1	0.0	1	1.2	-4	3
CCOc1ccc(C2C(C(=O)c3cccs3)=C(O)C(=O)N2CCCn2ccnc2)cc1 (stereo unspecified)	-6	-26	108	x	-0.1	-0.4	1.1	x	26	14
COc1ccc(/C=C/C(=O)OCC(=O)Nc2cc3oc4ccccc4c3cc2OC)cc1	-4	-37	102	-5	-0.6	0.2	1	x	37	4
N#Cc1ccc(COC(=O)CSc2nnc(C3CCCCC3)n2N)cc1	-1	21	99	-3	1.4	-0.2	1	1.1	-21	17
Cc1ccccc1C(C(=O)NCc1ccco1)N(CC1CCCO1)C(=O)Cn1nnc2ccccc21 (stereo unspecified)	-4	-14	88	3	1.6	0.0	1	1.2	14	12
O=C(OCC(=O)N1CCCCCC1)c1cccs1	12	-11	125	4	2.4	0.2	0.9	1.8	11	-18
Nc1ccc2c(c1)COC2=O	4	-38	127	-4	-0.2	-0.2	1	2.8	38	5

The listing continues:
SMILES	FLuc inh counter	APP transl inh	STAT1 activator	Efa HMGR inh	DTT redox prof	Hsp70 activator	FLuc stim CS	NF-kB neuron act	APP 5'UTR act	G6PDH CS
CCN(CC)S(=O)(=O)c1cc(C(=O)OCC(=O)Nc2ccc(-c3nc4ccc(C)cc4s3)cc2)ccc1F	19	-143	145*	-5	0.1	0.7	0.8	6*	143*	-11
C/C(=N\OCC(=O)Nc1ccc(Br)cc1)c1cccs1	0	-13	97	-4	-1.9	-0.4	1	1.2	13	11
CCCCc1cc(=O)oc2cc(O)ccc12	1	-25	93	-1	-1.3	0.0	1	0.81	25	3
Cc1ccc(C)c(Nc2c(F)c(F)c(F)c(F)c2C(=O)O)c1	-4	-1	107	4	-0.2	-0.1	1	1	1	6
CCCN(CCC)CC(O)CN(c1cc([N+](=O)[O-])ccc1OC)S(=O)(=O)c1ccccc1 (stereo unspecified)	-6	-4	99	-2	-1.2	-0.1	1.1	0.84	4	8
Cn1nc(N)c2c(-c3ccccc3)c(C#N)c(N)nc21	2	7	112	-1	-0.2	-0.4	1	1.2	-7	8
CCN(CC)CCN(C(=O)c1ccc(CN2CCCCC2)o1)C(C(=O)NC1CCCCC1)c1ccc(F)cc1 (stereo unspecified)	0	-9	102	1	0.0	0.1	1	2	9	11
COc1cc(NC(=O)c2ccccc2-c2ccccc2)cc(OC)c1OC	-3	6	75	-3	-0.1	-0.4	1	1.2	-6	18
COc1ccc(OCC(=O)NCCC2=CCCCC2)c([N+](=O)[O-])c1	-10	0	109	-5	0.3	0.0	1.1	1	0	6
O=C1C=C(Nc2ccc(Cl)cc2Cl)CC(c2ccco2)C1 (stereo unspecified)	12	13	97	0	0.9	0.1	0.9	0.89	-13	8
CCCCc1cc2c(c(NC(=O)CC)n1)c(=O)oc1ccccc12	-2	2	97	-1	0.0	-0.3	1	1.1	-2	3
Cc1nn(-c2ccccc2)c(C)c1/C=N/NC(=O)c1cc(-c2ccccc2)n[nH]1	4	95*	104	-3	1.9	0.1	1	1.6	-95	-54
COc1cc2c(=O)n(Cc3ccccc3)c(=O)n(CC(=O)NCC3CCCO3)c2cc1OC (stereo unspecified)	-6	-12	103	-2	-0.7	-0.3	1.1	0.85	12	2
CC(C)(C)OC(=O)N1CCC(C(=O)N[C@H](Cc2ccccc2)C(=O)O)CC1	-8	14	101	-4	2.1	-0.3	1.1	1.1	-14	-8
N#Cc1c(/N=C/c2cccs2)sc2c1CCC2	62*	-46	140*	-2	3.5	0.3	0.4	1.2	46	-7
C=CCO/N=C(\C)c1c(O)c(C)c(-c2ccccc2)n(-c2ccccc2)c1=O	2	1	117	1	-0.7	0.2	1	1.3	-1	-2
COc1ccc(/C=C2\SC(=S)N(CC(=O)OCC(=O)Nc3ccc([N+](=O)[O-])cc3OC)C2=O)cc1	14	1	103	-3	-0.4	0.2	0.9	1	-1	7
Cc1ccc(C(=O)O)cc1S(=O)(=O)N1CCOCC1	-6	-8	100	-5	1.8	-0.1	1.1	0.82	8	-5
Cc1ccc(/C=C/C(=O)Nc2ccc(S(=O)(=O)Nc3ncccn3)cc2)cc1	20	6	113	2	-0.4	-0.2	0.8	1.1	-7	2
